Screening results deposited in PubChem BioAssay by several laboratories.
HTRA1 inhibitor = blocks human HTRA1 serine peptidase. recombinant HTRA1, FP-rhodamine activity-based probe, fluorescence polarization. AID 504803. inhibition, % at 5.96 µM. 340,000 tested, 0.5% active; in the data active = inhibition above about 36%;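 note: 0% = enzyme with DMSO and 100% = wells lacking enzyme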
Target sequence (Q92743 whole entry, looked up): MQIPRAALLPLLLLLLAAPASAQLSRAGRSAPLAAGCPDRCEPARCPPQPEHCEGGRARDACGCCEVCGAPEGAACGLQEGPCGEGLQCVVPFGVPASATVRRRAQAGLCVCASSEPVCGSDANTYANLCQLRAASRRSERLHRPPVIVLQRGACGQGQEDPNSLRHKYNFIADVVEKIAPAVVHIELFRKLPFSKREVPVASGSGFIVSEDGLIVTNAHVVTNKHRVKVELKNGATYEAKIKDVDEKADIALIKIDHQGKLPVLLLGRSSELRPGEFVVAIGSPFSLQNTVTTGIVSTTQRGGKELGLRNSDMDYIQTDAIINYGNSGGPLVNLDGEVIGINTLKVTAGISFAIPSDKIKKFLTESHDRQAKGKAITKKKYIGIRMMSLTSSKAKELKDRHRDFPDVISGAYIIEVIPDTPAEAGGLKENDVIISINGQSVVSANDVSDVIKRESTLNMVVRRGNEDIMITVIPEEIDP
ASAP1 inh = blocks human ASAP1-stimulated Arf1 GTP hydrolysis. GDP FP detection. inhibition, % at 16.5 µM. 360,000 tested, 0.19% active; in the data active = inhibition above about 25%;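 note: 0% = vehicle with enzyme and substrate and 100% = no enzyme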
GC-B act = GC-B (human) receptor activation. HEK293-GC-B cells, CNP EC30, cGMP TR-FRET; 0% at EC30 CNP, 100% saturating CNP. activation, % at 10 µM. 370,000 tested, 0.11% active. AID 1920062;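 active = activation at 10 µM reaching about 35% in either raw or pattern-adjusted values, limit read from the data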
SMARCA2 activ = SMARCA2 function activation, primary screen. MG213 cells, MMTV-luciferase reporter, dexamethasone, overnight. activation, % at 9.1 µM. 370,000 tested, 1% active; in the data active = activation above about 7.8%;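 note: 0% = vehicle wells and 100% = reference activator wells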
ABHD4 inh = inhibits mouse alpha/beta hydrolase domain 4; purified mABHD4, FP-Rh probe fluorescence polarization; inhibition, % at 8.92 µM; 370,000 tested, 0.54% active;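 active = inhibition exceeding the mean over every tested compound plus 3 SD, cut at about 30% in these data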;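 note: 0% = plate median of compound wells and 100% = S159A mutant with DMSO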
Target sequence (Q8VD66 whole entry, looked up, the tested form may be a part): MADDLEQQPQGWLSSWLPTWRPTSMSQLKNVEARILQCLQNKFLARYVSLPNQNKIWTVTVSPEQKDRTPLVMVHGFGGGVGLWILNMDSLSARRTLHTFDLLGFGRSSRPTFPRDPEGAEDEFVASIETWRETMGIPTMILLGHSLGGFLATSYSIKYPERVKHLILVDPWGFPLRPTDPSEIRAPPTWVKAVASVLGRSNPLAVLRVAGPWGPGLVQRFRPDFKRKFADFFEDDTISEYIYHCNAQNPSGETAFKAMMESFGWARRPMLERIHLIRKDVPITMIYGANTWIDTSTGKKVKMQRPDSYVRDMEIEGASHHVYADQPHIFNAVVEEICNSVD
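Assay system: wild-type mouse ABHD4 protein; compound: single nominal dose of 8.92 µM, 0.89% DMSO final; schedule: 45 min + 60 min at 25 °C; measured by: FP readout, ex 525 nm / em 598 nm; evaluation: % inhibition of FP-Rh probe binding versus controls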
ARFGAP1 inhibitor = inhibits rat ARF GTPase activating protein 1. Q62848. Arfgap1-stimulated ARF1 GTP hydrolysis, GDP FP detection. inhibition, % at 16.5 µM. 360,000 tested, 0.26% active;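 active = inhibition above a per-plate limit, mean inhibition of low control wells plus 3 SD, cut at about 25% in these data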;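 note: 0% = DMSO wells with enzyme and 100% = wells lacking Arfgap1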
Target sequence (Q62848 1-136 limits assumed): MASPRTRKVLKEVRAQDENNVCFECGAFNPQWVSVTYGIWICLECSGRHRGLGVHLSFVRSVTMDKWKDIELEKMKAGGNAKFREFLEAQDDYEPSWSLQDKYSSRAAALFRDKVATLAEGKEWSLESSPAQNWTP
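material = rat Arfgap1 catalytic domain, aa 1-136 | also added = human ARF1(Δ1-17)-GTP substrate | compound dosing = one concentration, 16.5 µM, DMSO 1.26% | times = GTP hydrolysis reaction 2 h at 25 °C | measured by = FP, GDP Alexa 633 tracer displaced from anti-GDP antibody, 620/688 nm | evaluation = percent inhibition of Arfgap1-stimulated GTP hydrolysis | replication = single well per compound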
NR1D1 modulator = modulators of human Rev-erb alpha DNA binding; P20393; Rev-erbα–FITC-DNA binding, fluorescence polarization, 90 min; activity, % at 10 µM; 370,000 tested, 0.79% active; AID 1259318;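 active = activity above about 14%, limit read from the data; passing the limit was not always enough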;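 note: 0% = DMSO wells with 35 nM protein and 100% = DMSO wells with 750 nM protein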
rCAG binder = molecules binding r(CAG) RNA repeats | AID 651821 | inhibition, % at 3 µM | r(CAG) RNA repeat, TO-PRO-1 dye displacement fluorescence | 370,000 tested, 1.3% active;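 active = inhibition above the plate cutoff, the mean of all test compounds on that plate plus 3 SD, cut at about 35% in these data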;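 note: 0% = DMSO alone and 100% = 100 µM mitoxantrone as full dye displacement; higher means more dye released from RNA so lower well fluorescence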
GC-A act = GC-A (human) enzyme activation; P16066; activation, % at 10 µM; HEK293 GC-A cells, cGMP TR-FRET, EC30 ANP; 0% at EC30 ANP, 100% saturating ANP; 370,000 tested, 0.14% active; in the data active = activation above about 40%
PG9 binder = small molecules binding HIV-1 gp120 antibody PG9; TR-FRET gp120-PG9 antibody binding; inhibition, % at 6.7 µM; 360,000 tested, 0.43% active; in the data active = inhibition above about 8.5%
An asterisk follows results filed as active; x = no result given.

Sample of the layout:
SMILES	HTRA1 inhibitor	ASAP1 inh	GC-B act	SMARCA2 activ	ABHD4 inh	ARFGAP1 inhibitor	NR1D1 modulator	rCAG binder	GC-A act	PG9 binder
CC(C)(C#CC(O)(c1ccccc1)c1ccccc1)N1CCCCC1	-4	-8	-13	4	1	-2	3	-13	-20	-2.8
Cc1c(NC(=O)c2ccccc2F)c(=O)n(-c2ccccc2)n1C	3	4	3	1	3	-7	-4	-3	4	-2.3
Cc1nc2cc3sc(C)nc3cc2s1	2	-9	2	4	-8	3	-5	-2	3	3.3

The whole of this part, from the first entry:
SMILES	HTRA1 inhibitor	ASAP1 inh	GC-B act	SMARCA2 activ	ABHD4 inh	ARFGAP1 inhibitor	NR1D1 modulator	rCAG binder	GC-A act	PG9 binder
CC(C)(C#CC(O)(c1ccccc1)c1ccccc1)N1CCCCC1	-4	-8	-13	4	1	-2	3	-13	-20	-2.8
Cc1c(NC(=O)c2ccccc2F)c(=O)n(-c2ccccc2)n1C	3	4	3	1	3	-7	-4	-3	4	-2.3
Cc1nc2cc3sc(C)nc3cc2s1	2	-9	2	4	-8	3	-5	-2	3	3.3
CC1=C/C(=N\S(=O)(=O)c2ccccc2)C(C(C)C)=CC1=O	-47	12	3	-2	-2	5	2	23	1	-1.8
O=C1OC(/C(=C\Nc2ccccc2)[N+](=O)[O-])c2ccccc21 (configuration not stated)	-3	-1	-1	4	-6	-6	-3	0	5	-2.4
COc1cccc(CNc2ccc([N+](=O)[O-])cc2C)c1	-27	10	0	0	-25	6	-1	3	2	2.5
CCOC(=O)C1=C(C)NC2(O)c3ccccc3C(=O)C12O (configuration not stated)	3	-1	5	-4	-1	-3	-1	-1	-2	1.4
Cc1cc(C)n(C(=O)Cn2nc(C)c(Cl)c2C)n1	-1	5	3	-3	0	-5	-1	-5	1	1.5
CN1C(=O)SC(Nc2ccc(F)cc2)C1=O (configuration not stated)	9	-4	-1	-4	6	5	1	-5	3	-0.9
Cc1ccc(C2(C)NC(=O)N(CC(=O)Nc3ccc(N4CCOCC4)cc3N3CCOCC3)C2=O)cc1 (configuration not stated)	-1	-7	-4	-1	-3	3	-4	-9	-11	-0.1
Cc1c(NS(=O)(=O)c2ccc(F)cc2)c(=O)n(-c2ccccc2)n1C	-3	0	1	2	2	5	1	-5	4	-1.4
CCC(=O)c1c[nH]c(C(=O)NCc2cccc(C(F)(F)F)c2)c1	9	-15	3	-4	-8	4	-6	-1	0	0.3
O=C(CCl)NC(=O)NC12CC3CC(CC(C3)C1)C2	1	0	-1	0	9	-6	3	-3	37	0.4
O=C(NCc1ccccc1)N[C@@H](Cc1ccccc1)C(=O)O	6	2	6	-3	2	-5	-2	0	6	0.0
Cc1cccc(-c2nc(CSCC(=O)NCc3cccs3)c(C)o2)c1	-25	-12	-5	-5	-1	0	-6	-2	-3	1.5
CCn1c(COc2ccc3ccccc3c2C)nnc1SCC(=O)Nc1cccc(C(=O)O)c1	-7	1	-4	0	-20	4	4	68*	0	2.4
O=C(/C=N/O)Nc1ccc(F)cc1	-5	12	0	-1	4	4	-1	1	-9	-1.1
Cc1sc2ncnc(SCC(=O)NC3CCS(=O)(=O)C3)c2c1C (configuration not stated)	11	-3	0	1	-4	8	-2	2	-1	1.2
CC(=O)c1ccc(C(C)(C)c2ccc(C(C)=O)s2)s1	-3	2	3	0	1	-11	8	-3	-2	-0.7
CC(C)Cc1nnc(NC(=O)CCC(=O)N2CCOCC2)s1	-4	9	1	-3	-2	8	-3	-3	0	-1.2
COc1ccc(-n2c(=S)[nH]c3cc(C(=O)NCc4ccc(F)cc4)ccc3c2=O)c(OC)c1	-25	-3	-1	-2	-14	7	4	8	3	-0.4
CC(CCc1ccccc1)NC(=O)CCNS(=O)(=O)c1ccccc1C(F)(F)F (configuration not stated)	3	-2	-7	-4	-2	11	5	0	-2	-0.6
O=C(CSC(=S)N1CCCC1)N(Cc1nnc(-c2ccccc2Cl)o1)C1CC1	2	-8	-1	-2	6	9	0	-1	-3	1.3
CCCCNC(=O)Cn1nc([N+](=O)[O-])c([N+](=O)[O-])c1C	5	-1	5	-4	0	-7	3	1	1	-1.6
NC(N)=Nc1ccc(C=C2C=Cc3ccccc32)cc1	2	14	-2	-2	9	8	2	17	-6	-3.8
Cc1ccc(NC(=O)c2cccc(S(=O)(=O)N3CCN(C)CC3)c2)cc1F	-3	18	-2	-2	3	10	-3	0	-4	-1.3
CC(CNS(=O)(=O)c1ccc(Br)cc1)CN(C)C (configuration not stated)	7	0	-8	-3	4	0	-1	-3	-3	-0.8
CCNC(=O)C/C(C)=N/NC(=O)C12CC3CC(CC(C3)C1)C2	8	0	5	0	1	6	2	-3	3	-0.5
CCCCCCCCCCCCC/C=C/[C@@H](O)[C@@H](N)CO	38*	-10	-3	-4	20	10	5	9	12	-1.2
O=C(Nc1ccccc1Cl)c1cc(C2CCCN(S(=O)(=O)c3cccs3)C2)on1 (configuration not stated)	x	-7	1	-1	-11	-5	-1	5	-1	-1.3
NS(=O)(=O)c1cc(C(=O)OCC(=O)Nc2ccccc2[N+](=O)[O-])ccc1Cl	0	3	-2	-3	7	9	-4	10	-2	-2.0
CCc1nccn1CCC(=O)N1CCCC(N2CCN(c3ccccc3F)CC2)C1 (configuration not stated)	1	4	-4	-2	3	-2	4	-8	7	-0.1
COc1ccc(-c2cc(C(F)(F)F)nc(S(C)(=O)=O)n2)cc1	-35	1	5	-10	-6	2	-1	4	46*	-4.3
CC(=O)c1cc(-c2cccc([N+](=O)[O-])c2)c(=O)n2c1CCC2	x	x	4	-1	2	x	-6	5	-2	x
COc1ccc(Cl)cc1NC(=O)COC(=O)C1CC1	-2	-1	1	-1	-6	1	-4	2	-2	1.5
NC(=O)c1nn2c(C(F)(F)F)cc(-c3ccccc3)nc2c1Br	3	-2	15	-2	2	6	3	3	15	-1.1
Cc1cccc(-c2cc3c(nn2)-c2ccccc2C3=O)c1	0	1	-7	5	5	5	3	2	0	-2.9
CC(C(=O)Nc1ccc(F)cc1Cl)N(C)CCOc1ccccc1 (configuration not stated)	-4	-1	4	-2	-3	-2	1	-2	-3	-1.7
Cc1nc(-c2cn[nH]c2-c2ccc(O)cc2O)cs1	-4	5	-4	-1	-2	-4	-2	-1	-2	0.5
CC1CN(S(=O)(=O)c2cccc(C(=O)OCC(=O)Nc3ccc4c(c3)OCO4)c2)CC(C)O1 (configuration not stated)	-6	-9	-1	2	-7	-8	-2	2	3	0.1

Quoted from the listing.
CCc1nccn1CCC(=O)N1CCCC(N2CCN(c3ccccc3F)CC2)C1 (configuration not stated) in NR1D1 modulator = 4
COc1ccc(-c2cc(C(F)(F)F)nc(S(C)(=O)=O)n2)cc1 in GC-B act = 5
Cc1nc(-c2cn[nH]c2-c2ccc(O)cc2O)cs1 in ARFGAP1 inhibitor = -4
NC(=O)c1nn2c(C(F)(F)F)cc(-c3ccccc3)nc2c1Br in ARFGAP1 inhibitor = 6
Cc1cccc(-c2cc3c(nn2)-c2ccccc2C3=O)c1 in GC-A act = 0

New compounds follow.
SMILES	HTRA1 inhibitor	ASAP1 inh	GC-B act	SMARCA2 activ	ABHD4 inh	ARFGAP1 inhibitor	NR1D1 modulator	rCAG binder	GC-A act	PG9 binder
CC(=O)Nc1cccc(-c2ccnc3c2CC(C(=O)NCCc2ccccc2)O3)c1 (configuration not stated)	x	4	5	-3	8	-10	-2	-1	3	-1.0
CN(CC(=O)Nc1ccccc1Cl)C(=O)COC(=O)c1ccc(S(=O)(=O)C(F)F)cc1	-1	18	-1	-3	-2	4	1	-1	2	0.1
O=C(Nc1cccc([N+](=O)[O-])c1)c1ccc([N+](=O)[O-])o1	7	-5	-7	15*	2	-9	-6	2	-1	0.2
CCC(C(=O)NC1CC1)n1nc(C)c2c(C)n(-c3ccccc3)nc2c1=O (configuration not stated)	8	9	0	1	-4	5	-2	-4	-2	-2.3
CC(O)CNCCCOc1ccc(Cl)cc1C(C)(C)C (configuration not stated)	9	15	-1	-5	19	-4	-3	2	-3	-0.4
Cc1cccc(CNC(=O)C2CCC(=O)N(Cc3ccccc3F)C2)n1 (configuration not stated)	1	-1	3	3	-1	3	-4	-3	0	-2.1
COc1ccc(CCNC(=O)CC2Nc3cc(C)c(C)cc3NC2=O)cc1OC (configuration not stated)	2	13	2	-3	-12	5	2	4	3	-0.5
O=C(Cn1cc2c(n1)CCCCC2)NCCN1CCOCC1	10	7	-1	-1	-2	1	-3	2	2	0.2
CCOC(=O)C1=C(N)Oc2ccc3ccccc3c2C1c1cccc(O)c1 (configuration not stated)	-26	5	-5	-1	-32	9	7	0	-20	1.7
COc1cc2c(cc1OC)[C@@H]1Cc3ccc(OC)c(OC)c3CN1CC2	6	-6	-4	-2	-1	5	3	-10	2	2.5
O=C(CCC1CCCN(C(=O)C2CCCC2)C1)NCc1ccc(F)c(F)c1 (configuration not stated)	5	3	-1	-1	5	0	-9	-7	-3	-1.7
CCCCCCn1c(SCC(=O)Nc2cc(C)on2)nc2ccccc2c1=O	-7	9	-1	2	3	1	41*	3	8	31*
CC(=O)NCCC1CCN(C(=O)C2CCC(=O)N(C3CCCC3)C2)CC1 (configuration not stated)	3	-2	-6	1	-1	4	-1	-1	-2	0.5
Clc1ccc(C2Nc3ccccc3-n3cccc32)cc1 (configuration not stated)	-5	9	-1	1	0	-20	2	11	3	0.5
CCOC(=O)N1CCC(NC(=O)Cn2cc3c(n2)CCCCC3)CC1	-5	16	5	0	4	-7	0	-4	2	-1.0
O=C1CN(C(=O)c2ccco2)c2ccccc2N1	0	7	4	-10	-8	-11	-3	1	3	-1.9
COc1ccc(S(=O)(=O)N2CCOCC2)cc1NC(=O)CN(C)Cc1c(F)cccc1Cl	-5	17	4	-3	-2	7	1	-3	-5	-1.2
COc1cc(SC)ccc1C(=O)NCC1CCCCC1	-17	0	3	4	0	-10	6	-8	4	-0.6
COCC(O)Cn1ccnc1N=Nc1ccccc1 (configuration not stated)	x	7	-3	1	5	-3	3	3	-3	-0.9
Cc1ccc(NC(=O)C2c3ccccc3Oc3ccccc32)c(C)c1	-11	0	5	-1	-6	-4	-1	-3	-7	0.2
CC(=O)N1CCc2cc(Br)cc(S(=O)(=O)NCCN3CCCCC3C)c21 (configuration not stated)	-2	-2	-1	-2	4	-2	3	-2	2	-1.1
CNC(=O)Cn1nc(-c2ccc(C)cc2)c2ccccc2c1=O	2	-6	4	-1	0	-1	4	-3	-1	-0.6
CS(=O)(=O)N(CC(=O)Nc1cccc([N+](=O)[O-])c1)c1cccc(F)c1	-8	1	-8	-3	0	1	-3	2	-7	-1.2
O=C(COc1ccc(-n2cnnn2)cc1)Nc1ccccc1OC(F)F	4	8	0	-1	0	7	5	2	0	0.5
Cc1ccccc1NC(=O)c1cc(S(=O)(=O)N2CCOCC2)cn1C	7	14	-1	0	0	-2	-7	2	1	-0.9
O=C(CNC(=O)c1ccc(N2CCCC2=O)cc1)Nc1ccc(F)c(F)c1F	1	-12	1	-6	7	11	-4	2	1	-1.0
CCCN(CC(=O)Nc1ccccc1C)C(=O)c1nn(CC)c(=O)c2ccccc12	8	-8	-3	-3	2	1	4	0	0	-0.6
Cc1ccc(CNC(=O)CS(=O)Cc2nc(-c3cccs3)oc2C)cc1 (configuration not stated)	-10	-11	5	-4	11	2	1	10	3	-0.6
